Bioassay records: PubChem, several laboratories
HSP90 refold inh – HSP90 refolding inhibition in rabbit reticulocyte lysate. luciferase refolding luminescence, 3 h. inhibition, % at 5.6 µM. 0.91% of 290,000 active. AID 1789;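 active = inhibition above the screen-wide mean plus 3 SD, computed separately per campaign, cut at about 16% in these data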;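 also: 0% = DMSO wells and 100% = 60 µM geldanamycin wells; inhibitors lower the luminescence because luciferase stays unfolded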
AI-2 QS modul – modulates the Vibrio harveyi AI-2 quorum sensing system. Vibrio harveyi JMH597 AI-2 luminescence/OD600 ratio, 9 h; stronger effect = lower value; strain lacks LuxN and CqsS sensors; 0 = neutral-control median. activity change, % at 7.5 µM. 0.4% of 300,000 active. AID 2094; in the data active = activity change below about -75%, passing the limit was not always enough; inconclusive = no clear call, values can overlap the other calls;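 also: luminescence divided by OD600 gain over 9 h not by final OD600 alone; inactives centre near 13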
GSK3A inh – blocks human GSK-3 alpha kinase; AID 2650; P49840; 0.1% of 320,000 active; inhibition, % at 10 µM; ADP-Glo luminescence, 60 min;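 in the data active = inhibition above about 50%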;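 also: GST-tagged GSK-3 alpha with peptide substrate and 25 µM ATP; 0% = DMSO neutral wells and 100% = GW8510 positive control wells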
Dyrk1A ADPGlo – blocks rat Dyrk1A kinase activity | Q63470 | ADP-Glo luminescence, NFATc1 peptide | inhibition, % at 12.5 µM | 0.43% of 310,000 active; in the data active = inhibition above about 50%;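 also: plate controls were vehicle with enzyme for no effect and no enzyme for full effect; many of its hits are not listed in these tables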
Platelet DG rel – modulates dense granule release in human platelets. human platelet-rich plasma, SFLLRN dense granule ATP release, luminescence. 0.22% of 300,000 active. inhibition, %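 (compounds screened at 7.5 µM in platelet-rich plasma)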;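 active = mean replicate score, as percent of positive control, at or above 50; inconclusive = mean below 50 but at least one replicate at or above 50; inactive = mean and every replicate below 50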
HDAC3 inh – inhibitors of human histone deacetylase 3. O15379. recombinant HDAC3, fluorogenic peptide/trypsin coupled, fluorescence. inhibition, % at 8.3 µM. 0.15% of 320,000 active. AID 2718; in the data active = inhibition above about 26%, passing the limit was not always enough; inconclusive = no clear call, values can overlap the other calls
Target sequence (O15379 whole entry, looked up): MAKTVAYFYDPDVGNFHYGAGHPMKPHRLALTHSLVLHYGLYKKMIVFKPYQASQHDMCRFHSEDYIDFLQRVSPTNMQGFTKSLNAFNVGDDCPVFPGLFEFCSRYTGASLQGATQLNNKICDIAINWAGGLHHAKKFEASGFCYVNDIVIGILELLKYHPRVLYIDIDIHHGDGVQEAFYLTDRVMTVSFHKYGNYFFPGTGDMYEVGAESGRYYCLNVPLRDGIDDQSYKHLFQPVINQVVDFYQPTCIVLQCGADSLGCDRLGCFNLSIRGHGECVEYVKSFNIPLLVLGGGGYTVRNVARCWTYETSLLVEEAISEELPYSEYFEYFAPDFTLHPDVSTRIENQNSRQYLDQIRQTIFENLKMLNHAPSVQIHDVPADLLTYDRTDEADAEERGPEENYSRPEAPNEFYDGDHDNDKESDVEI
PolyA inhibitor – yeast polyadenylation inhibition. S. cerevisiae SKY197-pL101 polyadenylation reporter, beta-gal luminescence; efflux-impaired pdr1/pdr3 knockout yeast; score 100 = 6 SD above DMSO. calls only at 12 µM. 0.02% of 300,000 active. AID 1875;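 active = lowest replicate activity score at least 50, where 100 means six control SD above control mean; inconclusive = lowest score under 50 but half or more replicates reach 50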;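 also: yeast exposed to compound for 9 h at 30 °C; higher score means more reporter readthrough which indicates perturbed polyadenylation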
HSF-1 act – increases HSF-1 driven luciferase reporter signal. NIH3T3-HGL HSF-1 luciferase reporter, MG132, 8 h; 100% = twice DMSO control signal. activation, % at 9 µM. 1.7% of 300,000 active;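 active = mean replicate activation of at least 50% with a set share of replicates each reaching 50%; inconclusive = only one of those two conditions met; inactive = mean below 50% and too few replicates reaching it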;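 also: 0% = median of the neutral control wells and 100% = twice that signal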
GSK3B inh – inhibitors of human GSK3beta kinase. P49841. GST-GSK3beta kinase, ADP-Glo luminescence, 60 min; stronger effect = lower value. activity score (negative = inhibition), % at 10 µM. 0.038% of 300,000 active. AID 2097;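 active = more than half of replicate wells score below -50%, meaning over 50% inhibition versus plate controls; inconclusive = some replicates but at most half score below -50%; inactive = no replicate scores below -50%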;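 also: 0% = median DMSO wells and -100% = median GW8510 positive control wells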
Target sequence (P49841 whole entry, looked up): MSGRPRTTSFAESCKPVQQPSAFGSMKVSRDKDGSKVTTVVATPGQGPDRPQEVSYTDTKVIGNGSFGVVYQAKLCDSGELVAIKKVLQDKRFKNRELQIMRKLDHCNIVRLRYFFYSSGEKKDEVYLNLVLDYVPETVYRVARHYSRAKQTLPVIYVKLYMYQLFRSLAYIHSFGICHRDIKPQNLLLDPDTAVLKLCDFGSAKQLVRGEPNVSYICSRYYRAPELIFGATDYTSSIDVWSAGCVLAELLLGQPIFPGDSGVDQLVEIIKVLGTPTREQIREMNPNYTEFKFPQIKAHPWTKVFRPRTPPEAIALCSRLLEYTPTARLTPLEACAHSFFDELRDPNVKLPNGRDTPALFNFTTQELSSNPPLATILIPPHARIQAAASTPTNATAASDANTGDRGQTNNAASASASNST
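Test system: GST-fused GSK3beta enzyme, cell-free | Quantity: 1.6 ng GST-GSK3beta enzyme per well | Reagent: 25 µM ATP with peptide substrate | Schedule: 60 min enzyme reaction, room temperature | Signal: Luminescent ADP-Glo measurement of ADP formed | Read-out basis: Score relative to plate controls | Control set: DMSO and 20 µM GW8510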
HSF1 inhib – HSF1 inhibition; 0.77% of 300,000 active; activity change, negative = inhibition, % at 7.5 µM (by protocol); NIH3T3-HGL HSE-luciferase, MG132-induced, luminescence 8 h; stronger effect = lower value; AID 2098;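 active = more than half of replicate wells show activity change below -50%, luminescence cut by over half; inconclusive = some wells, but at most half, below -50%; inactive = no replicate well below -50%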;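 also: luciferase reports HSF-1 transcriptional activity via heat shock element; 0% = median of DMSO wells and -100% = zero luminescence signal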
Numbers without * were called inactive; i = inactive; ? = inconclusive; / = no result given. An excerpt, so the mix of outcomes need not match the whole.

SMILES	HSP90 refold inh	AI-2 QS modul	GSK3A inh	Dyrk1A ADPGlo	Platelet DG rel	HDAC3 inh	PolyA inhibitor	HSF-1 act	GSK3B inh	HSF1 inhib
O=C(CSc1nc2c(c(=O)n1-c1ccc(F)cc1)SCC2)NCC1CCCO1 (stereo not drawn)	1	3	1	-5	6	-3	i	/	0	/
CCCC1Oc2ccccc2C(=O)N(CC(=O)c2ccc3c(c2)OCCO3)C1=O (stereo not drawn)	0	14	-2	8	0	-2	i	39	3	15
O=C(Cc1ccccc1)Nc1ccccc1N1CCCC1	1	25	-3	-1	0	5	i	-1	-5	-4
COc1ccc(-c2cc(C(=O)NCc3cn(C)nc3C)c3ccccc3n2)cc1OC	3	12	2	-5	1	-6	i	-7	-1	-14
O=C(CC(=O)Nc1ccccc1)Nc1ccccc1	/	33	-1	0	11	-5	i	17	3	-3
Nc1ccccc1C(=O)N1CCc2ccccc21	-1	-1	-1	-2	7	-5	i	21	-1	5
O=C1c2cccc3c(O)ccc(c23)C(=O)N1c1ccc(Cl)cc1	3	5	-2	-3	0	5	i	-12	-4	-13
CCCn1c(CNC(=O)c2ccccc2)nc2ccccc21	-2	6	-5	3	-1	0	i	-8	-1	-5
Cc1ccc(S(=O)(=O)N(C)CCCC(=O)n2nc(C)cc2C)cc1	3	40	2	-3	-1	0	i	-19	-1	1
C#CCCOC(=O)Nc1ccccc1	1	19	1	-3	10	/	i	4	2	0
COc1ccc(C(=S)N2CCCC2)cc1OC	-2	29	-6	-7	2	7	i	-19	2	-3
O=C(NCc1ccc(Cl)cc1)C(=O)Nc1nccs1	-6	15	3	-4	5	-6	i	0	-1	-3

Shown as a markdown table: 3 of the compounds above
| molecule | HSP90 refold inh | AI-2 QS modul | GSK3A inh | Dyrk1A ADPGlo | Platelet DG rel | HDAC3 inh | PolyA inhibitor | HSF-1 act | GSK3B inh | HSF1 inhib |
| --- | --- | --- | --- | --- | --- | --- | --- | --- | --- | --- |
| O=C1c2cccc3c(O)ccc(c23)C(=O)N1c1ccc(Cl)cc1 | 3 | 5 | -2 | -3 | 0 | 5 | i | -12 | -4 | -13 |
| CCCn1c(CNC(=O)c2ccccc2)nc2ccccc21 | -2 | 6 | -5 | 3 | -1 | 0 | i | -8 | -1 | -5 |
| Cc1ccc(S(=O)(=O)N(C)CCCC(=O)n2nc(C)cc2C)cc1 | 3 | 40 | 2 | -3 | -1 | 0 | i | -19 | -1 | 1 |

Next section.
SMILES	HSP90 refold inh	AI-2 QS modul	GSK3A inh	Dyrk1A ADPGlo	Platelet DG rel	HDAC3 inh	PolyA inhibitor	HSF-1 act	GSK3B inh	HSF1 inhib
CCc1cc(=O)oc2c(CN3CCN(C)CC3)c(O)ccc12	5	8	-2	/	6	-222	i	4	0	7
c1ccc(Cn2nnc3c(N4CCCC4)ncnc32)cc1	0	12	-3	/	-2	2	i	4	3	0
Nc1ccc(CCc2nc3ccccc3o2)cc1	12	1	-3	1	8	0	/	27	16	20
CCC1Sc2ccc(S(=O)(=O)Nc3ccc(OC)c(OC)c3)cc2NC1=O (stereo not drawn)	-6	13	8	4	14	4	i	-2	-5	1
N#CC1=C(N)Oc2n[nH]c(-c3cccs3)c2C1c1cccs1 (stereo not drawn)	34*	25	0	10	4	8	i	8	-1	2
Cc1onc(-c2ccccc2Cl)c1NC(=O)NCc1cccs1	0	26	0	-1	1	2	i	-9	-1	-4
Cc1cc(C)nc(SCc2ccccc2C#N)n1	6	25	3	-2	1	7	i	0	0	7
COc1ccc(CCC(=O)OCC(=O)c2cccc(OC)c2)cc1	-1	30	-8	-2	-6	5	i	-5	-1	-2
COc1ccccc1N1CCN(C(=O)CC2NC3CCCCC3NC2=O)CC1 (stereo not drawn)	-1	13	-2	/	/	3	i	/	4	/
Nc1ccc(C(=O)C(=O)c2ccc(N)cc2)cc1	-1	15	-1	3	2	11	i	40	-2	5
C/C(=N\NC(=O)c1c(Cl)cnn1C)c1ccc(NC(=O)c2ccncc2)cc1	-2	33	0	20	6	4	i	9	-1	14
Cc1ccc(S(=O)(=O)N2CCN(C(C)C(=O)N3CCCc4ccccc43)CC2)cc1 (stereo not drawn)	-1	1	-2	0	-5	-1	i	9	-1	21
c1csc(C2C3=C(Nc4ncnn42)c2ccccc2OC3)c1 (stereo not drawn)	0	1	13	25	3	11	i	0	0	-5
CCN(CC)C(=O)C1CCN(Cc2ccc(Br)cc2)CC1	3	14	-3	-5	-5	-2	i	6	0	-5
CCCc1cc(=O)[nH]c(SCC(=O)c2cc(C)n(CCOC)c2C)n1	-2	11	-9	-4	0	0	i	-9	-5	0
O=C(NCCc1ccccc1)c1ccccc1[N+](=O)[O-]	2	1	/	-9	-9	5	i	-5	2	7
CCOC(=O)c1c(C)[nH]c(C(=O)CSc2nc(C)cc(C)n2)c1C	2	12	0	18	-3	-1	i	-14	-3	-3
O=C(Nc1nccs1)C1CCCN1S(=O)(=O)c1ccc(Cl)cc1 (stereo not drawn)	1	3	-1	-1	9	3	i	2	0	-1
O=C(CN1CCC(C(=O)c2ccc(Cl)cc2)CC1)NC1CCCC1	-3	16	-3	-2	1	?	i	5	2	-1
O=C(O)c1cccc(NS(=O)(=O)c2ccc(NC(=O)c3ccco3)cc2)c1	2	29	-4	-1	-2	5	i	4	1	-6
CC1CN(CCOc2ccccc2C(C)C)CC(C)O1 (stereo not drawn)	-4	4	-5	/	6	-4	i	-17	5	-2
CCOc1ccc(NC(=O)C2(c3ccc(OC)c(OC)c3)CCCC2)cc1	0	10	0	-1	0	/	i	-5	20	2
COCCN(C(=O)COC(=O)Cc1cccc2ccccc12)c1c(N)n(Cc2ccccc2)c(=O)[nH]c1=O	1	11	0	2	16	-4	i	13	1	5
O=C(CCc1ccccc1)Nc1nc2n(n1)C(c1ccccc1)CC(=O)N2 (stereo not drawn)	2	25	0	-5	-3	0	/	-9	-3	-4
Cc1nc(SCC(=O)NCCc2ccccc2)n[nH]1	0	9	-1	-1	9	0	i	-5	3	-7
C(=N\N1CCN(Cc2ccccc2)CC1)/c1cccnc1	-3	17	-3	5	-7	5	i	-9	2	-2
O=C(c1cccnc1)n1nc(-c2ccco2)nc1NCc1cccs1	1	5	/	-7	3	/	i	21	-1	-2
COc1ccccc1NC(=O)CN1C(=O)NC(CC(C)C)C1=O (stereo not drawn)	3	32	-4	-2	-2	-2	i	-11	-1	-5
Cn1c(=O)c2c(nc(CN3CCN(C(=O)c4ccco4)CC3)n2Cc2ccccc2)n(C)c1=O	-3	4	0	1	7	5	i	-17	0	1
Cc1ccc(CNC(=O)c2ccc(CNS(=O)(=O)c3ccc4c(c3)C(C)(C)C(=O)N4C)cc2)o1	0	24	-1	3	4	1	i	8	-19	2
C(=C\c1ccccc1)/C=N/Nc1nc2ccccc2s1	-2	12	-1	-3	10	-3	i	28	1	9
CN(C)Cc1ccccc1Sc1ccc2c(c1)CCCC2	/	20	0	/	4	1	i	-3	5	-4
COc1ccc(-c2cc(=O)oc3cc(OCC(=O)NCCN4CCOCC4)ccc23)cc1	-5	2	-1	-2	-9	10	i	-10	-1	-2
COc1ccc(OC)c(CN(CCCN2CCOCC2)C(=O)Nc2ccccc2)c1	0	9	-2	2	-2	3	i	0	5	2
CCOC(=O)Cc1cnc(NC(=O)c2ccccc2)s1	-1	31	-1	-4	-2	2	i	-59	-3	-54*
CC1CCCN(C(=O)c2ccc3c(=O)n(C4CCCC4)c(=S)[nH]c3c2)C1 (stereo not drawn)	4	-8	0	-2	0	-1	i	-6	-1	-2
CCn1nc(C)c(CN2CCC(Oc3ccc(C(=O)N4CCCC4)cc3)CC2)c1C	0	15	3	-2	8	2	i	-28	-1	-4
CCC(C)NC(=S)Nc1ccc2nc(N3CCN(CC)CC3)cc(C)c2c1 (stereo not drawn)	-2	-14	-2	7	-2	-3	i	-6	-9	-1
CCC(=O)Nc1cccc(C2=NOC3(C2)C[C@H](C(N)=O)N(C(=O)CC#N)C3)c1 (stereo partly drawn)	/	11	-2	-1	-3	0	i	-12	0	4
Cc1c(C(=O)OCC(=O)Nc2ccc3c(c2)OCO3)cccc1[N+](=O)[O-]	-2	18	-1	5	-8	-5	i	-11	-1	-7
CC(C)(C)c1csc(SCC(=O)Nc2ccc(Cl)cn2)n1	0	19	9	7	-1	12	i	2	-3	0
Cc1nnc(NCc2ccco2)c2ccccc12	0	19	-2	12	2	1	i	/	2	/

Entries from the list above that have a halogen (nine):
SMILES	HSP90 refold inh	AI-2 QS modul	GSK3A inh	Dyrk1A ADPGlo	Platelet DG rel	HDAC3 inh	PolyA inhibitor	HSF-1 act	GSK3B inh	HSF1 inhib
O=C(CSc1nc2c(c(=O)n1-c1ccc(F)cc1)SCC2)NCC1CCCO1 (stereo not drawn)	1	3	1	-5	6	-3	i	/	0	/
O=C1c2cccc3c(O)ccc(c23)C(=O)N1c1ccc(Cl)cc1	3	5	-2	-3	0	5	i	-12	-4	-13
O=C(NCc1ccc(Cl)cc1)C(=O)Nc1nccs1	-6	15	3	-4	5	-6	i	0	-1	-3
Cc1onc(-c2ccccc2Cl)c1NC(=O)NCc1cccs1	0	26	0	-1	1	2	i	-9	-1	-4
C/C(=N\NC(=O)c1c(Cl)cnn1C)c1ccc(NC(=O)c2ccncc2)cc1	-2	33	0	20	6	4	i	9	-1	14
CCN(CC)C(=O)C1CCN(Cc2ccc(Br)cc2)CC1	3	14	-3	-5	-5	-2	i	6	0	-5
O=C(Nc1nccs1)C1CCCN1S(=O)(=O)c1ccc(Cl)cc1 (stereo not drawn)	1	3	-1	-1	9	3	i	2	0	-1
O=C(CN1CCC(C(=O)c2ccc(Cl)cc2)CC1)NC1CCCC1	-3	16	-3	-2	1	?	i	5	2	-1
CC(C)(C)c1csc(SCC(=O)Nc2ccc(Cl)cn2)n1	0	19	9	7	-1	12	i	2	-3	0
